# Screening data: PubChem, NMMLSC
# Cdc42 wt: human Cdc42 wildtype GTP binding change, either direction | actives 0.2% (n = 190,000) | AID 761 | percent activity (GTP binding), % at 10 µM | GST-Cdc42 beads, Bodipy-GTP binding, flow cytometry; actives lie on both sides | P60953;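 active means percent activity GTP binding at least 20 points away from the 100% baseline, either down as inhibitor or up as activator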;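 further: median bead fluorescence of bound Bodipy-FL-GTP at 100 nM; 0% = excess unlabeled GTP control and 100% = no compound control; below 100% means less GTP binding so inhibitor and above means activator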
# Target sequence (P60953 whole entry, looked up): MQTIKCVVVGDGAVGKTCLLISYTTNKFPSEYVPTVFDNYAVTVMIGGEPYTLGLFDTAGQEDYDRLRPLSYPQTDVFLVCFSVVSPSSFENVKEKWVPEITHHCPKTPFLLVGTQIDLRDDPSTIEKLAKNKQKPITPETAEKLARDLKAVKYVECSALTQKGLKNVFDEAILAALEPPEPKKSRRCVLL
# Bcl-B Bim block: human Bim-Bcl-B interaction inhibition | AID 951 | inhibition, % at 10 µM | bead-based flow cytometry, Bim peptide-Bcl-B binding | actives 0.073% (n = 190,000);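 further: 0% = tracer peptide without compound and 100% = reference inhibitor peptide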
# Target sequence (Q9HD36 whole entry, looked up): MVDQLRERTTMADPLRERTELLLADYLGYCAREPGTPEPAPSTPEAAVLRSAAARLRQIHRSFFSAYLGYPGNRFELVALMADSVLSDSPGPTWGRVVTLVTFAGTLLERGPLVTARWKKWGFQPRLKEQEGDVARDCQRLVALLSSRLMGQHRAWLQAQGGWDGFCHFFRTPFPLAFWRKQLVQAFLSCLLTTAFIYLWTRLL
# Rac1 mut GTP: alters GTP binding to activated mutant human Rac1; P63000; percent activity (GTP binding), % at 10 µM; actives 0.11% (n = 190,000); AID 764; GST-Rac1 activated beads, fluorescent GTP binding, flow cytometry; actives lie on both sides; 100% means binding = to untreated wells;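 active means GTP binding at least 20 percentage points away from the 100% baseline, in either direction, so actives lie on both sides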
# Bim-Bcl-2: disrupts Bim peptide binding to human Bcl-2; actives 0.06% (n = 190,000); P10415; AID 950; inhibition, % at 10 µM; Bead-based flow cytometry, Bim peptide-Bcl-2 binding; in the data active means inhibition above about 40%;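 further: 0% = no compound wells with probe peptide and 100% = reference peptide inhibitor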
# Target sequence (P10415 whole entry, looked up): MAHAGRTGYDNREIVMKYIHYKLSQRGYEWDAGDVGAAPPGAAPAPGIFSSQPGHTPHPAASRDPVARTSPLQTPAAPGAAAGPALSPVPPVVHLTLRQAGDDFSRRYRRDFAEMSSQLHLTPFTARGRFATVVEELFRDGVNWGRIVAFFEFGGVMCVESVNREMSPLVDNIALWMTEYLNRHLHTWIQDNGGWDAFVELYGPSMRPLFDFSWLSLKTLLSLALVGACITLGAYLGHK
# Bcl-XL Bim block: human Bim-Bcl-XL interaction inhibition; Q07817; Bim peptide-Bcl-XL binding, bead flow cytometry, fluorescence; inhibition, % at 10 µM; actives 0.04% (n = 190,000); AID 1007
# Rac1 wt GTP bind: alters GTP binding to wildtype human Rac1. P63000. GST-Rac1 beads, fluorescent GTP binding, flow cytometry; actives lie on both sides; 0 = cold GTP competed, 100 = untreated. GTP binding activity (% of control), % at 10 µM. actives 0.27% (n = 190,000);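 active means GTP binding activity at least 20 points away from the 100% control level, either lower or higher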
# HRas wt GTP: changes GTP binding to wildtype human HRas; GST-Ras wt beads, Bodipy-FL-GTP binding, flow cytometry; actives lie on both sides; GTP binding activity, % at 10 µM; actives 0.14% (n = 190,000);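 active means GTP binding activity at least 20% away from the 100% baseline, either lowered as inhibitor or raised as activator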;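 further: 0% = unlabeled GTP competition control and 100% = no-compound control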
# Target sequence (P01112 whole entry, looked up): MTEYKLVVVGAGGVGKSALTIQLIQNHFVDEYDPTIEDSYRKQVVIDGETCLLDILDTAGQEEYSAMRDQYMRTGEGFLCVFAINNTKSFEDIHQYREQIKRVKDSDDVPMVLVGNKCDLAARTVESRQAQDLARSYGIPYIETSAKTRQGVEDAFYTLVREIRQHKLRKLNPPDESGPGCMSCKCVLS
# Bim-Bfl-1: inhibitors of Bim-Bfl-1 interaction, human; Q16548; Bead-based flow cytometry, Bim-Bfl-1 binding inhibition; inhibition, % at 10 µM; actives 0.12% (n = 190,000); AID 1008;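 further: 0% = wells without compound plus tracer and 100% = blocker peptide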
# Rab7 wt modul: dog Rab7 wildtype GTP binding, inhibitors and activators. GTP binding activity (percent of control), % at 10 µM. GST-Rab7 beads, fluorescent GTP binding, flow cytometry; actives lie on both sides; untreated = 100%, excess cold GTP = 0%. actives 0.055% (n = 190,000);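 active means fluorescent GTP binding to Rab7 beads changed by at least 20 points from the 100% baseline, either direction, mostly lower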;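 further: median green fluorescence of bound Bodipy-FL-GTP per Rab7 bead population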
# Bcl-W Bim block: disrupts Bim peptide binding to human Bcl-W. actives 0.02% (n = 190,000). bead-based flow cytometry. Q92843. inhibition, % at 10 µM;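 further: 0% = bound tracer without compound and 100% = peptide blocker; higher means less fluorescent Bim peptide bound to Bcl-W beads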
# Target sequence (Q92843 whole entry, looked up): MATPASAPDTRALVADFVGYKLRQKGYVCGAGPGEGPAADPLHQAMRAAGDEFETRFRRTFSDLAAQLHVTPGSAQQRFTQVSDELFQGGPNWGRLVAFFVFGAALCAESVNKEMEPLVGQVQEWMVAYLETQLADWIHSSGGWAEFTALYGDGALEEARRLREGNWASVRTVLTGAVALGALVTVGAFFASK
# Rab2A wt mod: changes GTP binding to wildtype dog Rab2A, up or down. AID 760. GST-Rab2 wt beads, Bodipy-GTP binding, flow cytometry. actives 0.19% (n = 190,000). GTP binding activity, % at 10 µM. P61105;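 active means GTP binding activity at least 20 points away from 100%, either lowered or raised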;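 further: 0% = beads with excess unlabeled GTP and 100% = no-compound control corrected for plate trend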
# * marks the source's active call; other numbers are inactive results. Unless noted, no stated cut-off is given here; in the data, active means inhibition above about 40%.
nr	SMILES	Cdc42 wt	Bcl-B Bim block	Rac1 mut GTP	Bim-Bcl-2	Bcl-XL Bim block	Rac1 wt GTP bind
1	CCOC(=O)C1CCN(c2cc(=O)n(C3CCCCC3)c(=O)[nH]2)CC1	103	1	99	-1	-3	104
2	N#CC1=C(N)Oc2n[nH]c(-c3cccs3)c2C1c1ccco1 (stereo not given)	95	0	95	0	10	94
3	CC1S/C(=C(\C#N)C(=O)NCc2ccco2)N(Cc2ccco2)C1=O (stereo not given)	103	-11	101	-11	-4	111
4	CCCN(CCC)S(=O)(=O)c1ccc(C(=O)OCCN2C(=O)c3cccc4c(N5CCOCC5)ccc(c34)C2=O)cc1	110	-24	108	5	2	109
5	CC1(c2ccccc2)CC(C)(C)N2C(=O)C(=O)c3cccc1c32 (stereo not given)	87	0	86	3	1	91
6	CCN(C(=O)CN1CCN(c2ccccc2)CC1)c1c(N)n(Cc2ccccc2)c(=O)[nH]c1=O	104	7	100	2	5	106
7	CCOC(=O)N1CCN(C(=O)c2cn(CC)c3ccc(S(=O)(=O)N4CCC(C)CC4)cc3c2=O)CC1	96	-4	96	-2	0	105
8	CC(C)(C)c1ccc(C(=O)NNC(=O)C(=O)N2CCCCC2)cc1	94	-11	91	-10	-6	90
9	O=C(NCc1cccnc1)c1ccc(N2CCOCC2)c([N+](=O)[O-])c1	101	-4	99	-2	-1	101
10	COc1cc2c(cc1OC)C[N+](C)(C)CC2	97	6	97	-1	2	100

nr	HRas wt GTP	Bim-Bfl-1	Rab7 wt modul	Bcl-W Bim block	Rab2A wt mod
1	101	-2	105	0	103
2	94	3	94	0	95
3	101	-10	105	1	103
4	109	2	106	-1	111
5	96	0	102	3	93
6	103	-8	103	7	100
7	98	-4	97	-1	101
8	94	-13	94	0	92
9	101	-8	108	-3	100
10	97	6	94	2	96

# (listing goes on)
nr	SMILES	Cdc42 wt	Bcl-B Bim block	Rac1 mut GTP	Bim-Bcl-2	Bcl-XL Bim block	Rac1 wt GTP bind
11	COc1ccc(/C=N/N2CCN(c3ccccc3OC)CC2)cc1OC	103	-8	100	-4	-6	105
12	COc1ccccc1/C=C/C(=O)OCC(=O)Nc1cc(C(F)(F)F)ccc1N1CCOCC1	98	-6	97	-9	-4	100
13	COc1ccc(C2C(C(=O)N3CCN(c4ccccc4)CC3)c3ccccc3C(=O)N2C)cc1OC (stereo not given)	101	-3	101	3	0	102
14	O=C(N/N=C/c1cccnc1)c1ccccc1OCc1ccc(Cl)cc1	97	-2	98	0	1	99
15	CC(C)Nc1nc(NC(C)C)nc(N(C#N)C(C)C(=O)N(C)C)n1 (stereo not given)	102	1	97	1	0	104
16	Cc1cc2c(c(=O)n1Cc1cccnc1)C(c1ccccc1)C(C#N)=C(N)O2 (stereo not given)	101	-6	100	-9	-2	108
17	CCOC(=O)c1ccc(NC(=O)N2CCN(c3ccccc3OC)CC2)cc1	99	-1	96	0	-1	99
18	Cn1c(CN2CCCC2)c(C#N)c2ccccc21	98	-10	97	-7	-5	102
19	CCc1cccc2c(C(=O)CN3C(=O)NC(C)(c4cccc5ccccc45)C3=O)c[nH]c12 (stereo not given)	94	-6	95	-7	-4	95
20	COc1ccccc1OCc1nc(-c2ccc([N+](=O)[O-])cc2)no1	98	-7	97	0	-5	101

nr	HRas wt GTP	Bim-Bfl-1	Rab7 wt modul	Bcl-W Bim block	Rab2A wt mod
11	101	-13	101	0	102
12	96	-10	97	-1	98
13	105	-1	106	-2	103
14	98	-1	106	0	97
15	103	-1	107	1	103
16	101	-10	102	1	102
17	99	-2	98	3	95
18	103	-17	108	-5	101
19	98	-5	101	-2	98
20	97	0	96	-1	97

# (cont.)
nr	SMILES	Cdc42 wt	Bcl-B Bim block	Rac1 mut GTP	Bim-Bcl-2	Bcl-XL Bim block	Rac1 wt GTP bind
21	CC(=O)c1ccc(OC(=O)C2CC(=O)N(c3cccc(C)c3)C2)cc1 (stereo not given)	102	-1	97	-7	-2	101
22	O/N=C/c1ccc(OCc2ccccc2)c(Br)c1	99	-2	98	0	0	99
23	CSCC[C@H](NC(=O)OC(C)(C)C)C(=O)N1CCC(C(=O)N[C@@H](C)C(=O)O)CC1	104	1	101	1	0	103
24	O=C(NC(Cc1ccccc1)C(=O)O)/C(=C\c1ccco1)NC(=O)c1ccccc1 (stereo not given)	99	-2	98	-1	-5	103
25	Cc1csc(NC(=O)c2ccc(C)c(S(=O)(=O)N3CCCCC3)c2)n1	104	-10	99	-6	-1	107
26	CCOC(=O)c1c(-c2ccc(OC)cc2)csc1NC(=O)CSc1ncnc2sccc12	92	-6	92	-3	-5	88
27	Cc1cc(C)c(C(N)=O)c(Nc2cccc3ccccc23)n1	102	-6	101	0	-6	102
28	Cn1ccnc1SCC(=O)N1CCN(S(=O)(=O)c2ccccc2)CC1	96	-1	96	-3	-1	99
29	Cc1ccc(C2CC(c3ccccc3)=NN2C(=O)CSc2nnc(-c3ccc(Cl)cc3)o2)o1 (stereo not given)	90	0	92	1	-1	93
30	N#C/C(C(=S)Nc1ccccc1)=C1/NN=C(N2CCOCC2)N1c1ccccc1	90	-14	88	0	-3	91

nr	HRas wt GTP	Bim-Bfl-1	Rab7 wt modul	Bcl-W Bim block	Rab2A wt mod
21	99	-12	99	7	100
22	101	0	96	2	98
23	106	-1	104	2	104
24	97	0	99	0	97
25	102	-9	101	0	103
26	90	-4	92	-3	89
27	100	-2	98	-3	97
28	96	-5	97	0	96
29	92	-3	94	-1	90
30	88	-1	88	0	90

# Continuation.
nr	SMILES	Cdc42 wt	Bcl-B Bim block	Rac1 mut GTP	Bim-Bcl-2	Bcl-XL Bim block	Rac1 wt GTP bind
31	Cc1ccc(NC(=O)N/C=C/c2ccco2)cc1	98	-6	95	-12	-2	96
32	Cc1ccccc1C1N(c2nccs2)C(=O)C2CCCN21 (stereo not given)	95	-3	95	0	-6	91
33	Cc1ccc(C(=O)NC(NCc2ccccc2)C(Cl)(Cl)Cl)cc1 (stereo not given)	97	-5	100	-2	-3	101
34	CSc1nnc2c3cc(C)ccc3n(Cc3ccccc3)c2n1	99	39	99	48*	14	98
35	CC(=O)NN1C(=O)/C(=C\c2ccccc2)SC1=S	98	0	96	0	2	97
36	N#CC1=C(N)Oc2n[nH]c(-c3cccs3)c2C1c1cccs1 (stereo not given)	98	0	94	0	-1	95
37	CCCCCCc1ccc(OCC(=O)OC)cc1OCC(=O)OC	96	-5	99	-6	1	100
38	CN1/C(=C\C(=O)COC(=O)c2ccc([N+](=O)[O-])o2)C(C)(C)c2ccccc21	91	-8	91	0	0	92
39	CC1=NN(c2ccccc2)C(=O)C1c1ccccc1 (stereo not given)	94	6	95	0	1	97
40	O=C(CN1CCN(c2ccc(O)cc2)CC1)Nc1ccc2c(c1)OCCO2	100	-5	97	-1	-1	97

nr	HRas wt GTP	Bim-Bfl-1	Rab7 wt modul	Bcl-W Bim block	Rab2A wt mod
31	97	-13	99	0	98
32	96	-3	94	-3	96
33	99	-2	99	-3	97
34	100	20	97	18	98
35	95	0	94	0	96
36	98	0	99	2	97
37	100	-12	102	0	101
38	92	-3	93	-4	91
39	97	0	99	2	99
40	98	-3	101	0	98

# Remaining list, next part
nr	SMILES	Cdc42 wt	Bcl-B Bim block	Rac1 mut GTP	Bim-Bcl-2	Bcl-XL Bim block	Rac1 wt GTP bind
41	Cn1c(CCCOc2ccc(Cl)cc2Cl)nnc1SCC(=O)Nc1cccc(F)c1	101	-5	96	-4	-8	100
42	c1ccc(-c2nc3ccccn3c2NC2CCCC2)nc1	97	-8	94	-4	-2	97
43	CCOc1ccc(C(=O)Nc2ccc(N3CCN(C)CC3)cc2)cc1Br	102	10	99	-6	-3	107
44	CCc1ccc(/C(C)=N/NC(=O)c2ccccn2)cc1	95	-1	95	1	-1	98
45	CCOC(=O)c1ccc(NC(=O)CCC2COc3ccccc3O2)cc1 (stereo not given)	99	0	96	-2	-4	96
46	Cc1nnc(N/N=C/c2ccc(-c3ccccc3F)o2)n1N	91	0	94	-2	-1	87
47	O=C(NN=C(Cc1ccccc1)Cc1ccccc1)C1CC1	98	-4	95	-2	-4	97
48	OCC1CCCN(Cc2cn(Cc3ccccc3)nc2-c2cc3ccccc3o2)C1 (stereo not given)	96	-1	94	-2	0	97
49	CCN(C(=O)COC(=O)/C=C/c1nc2ccccc2s1)C1CCS(=O)(=O)C1 (stereo not given)	93	-5	96	-9	-1	101
50	CC(C)C(=O)NN(C(=O)c1ccccc1)c1ccccc1	96	-1	94	-1	-2	96
51	C=C(C)Cn1c(SCCCO)nc2c1c(=O)[nH]c(=O)n2C	96	-2	96	1	0	98
52	COc1cc(/C=C2/SC(=S)N(c3ccccc3)C2=O)ccc1Oc1nc(N2CCOCC2)nc(N2CCOCC2)n1	98	-9	101	-3	-4	101

nr	HRas wt GTP	Bim-Bfl-1	Rab7 wt modul	Bcl-W Bim block	Rab2A wt mod
41	98	-1	98	-6	96
42	97	-6	108	-3	97
43	101	-15	98	0	100
44	94	3	96	1	93
45	99	-4	95	-2	96
46	92	4	88	0	92
47	95	-6	102	-6	95
48	95	-6	96	8	95
49	96	-15	97	-2	96
50	93	-1	97	0	94
51	96	2	94	7	97
52	101	-16	102	0	100

# Another view of part of the listing above:
# The line under a structure holds: Cdc42 wt	Bcl-B Bim block	Rac1 mut GTP	Bim-Bcl-2	Bcl-XL Bim block	Rac1 wt GTP bind	HRas wt GTP	Bim-Bfl-1	Rab7 wt modul	Bcl-W Bim block	Rab2A wt mod
[50] CC(C)C(=O)NN(C(=O)c1ccccc1)c1ccccc1
→ 96	-1	94	-1	-2	96	93	-1	97	0	94
[51] C=C(C)Cn1c(SCCCO)nc2c1c(=O)[nH]c(=O)n2C
→ 96	-2	96	1	0	98	96	2	94	7	97

# Of the compounds above, 8 contain a furan ring, fused or not.
nr	SMILES	Cdc42 wt	Bcl-B Bim block	Rac1 mut GTP	Bim-Bcl-2	Bcl-XL Bim block	Rac1 wt GTP bind
2	N#CC1=C(N)Oc2n[nH]c(-c3cccs3)c2C1c1ccco1 (stereo not given)	95	0	95	0	10	94
3	CC1S/C(=C(\C#N)C(=O)NCc2ccco2)N(Cc2ccco2)C1=O (stereo not given)	103	-11	101	-11	-4	111
24	O=C(NC(Cc1ccccc1)C(=O)O)/C(=C\c1ccco1)NC(=O)c1ccccc1 (stereo not given)	99	-2	98	-1	-5	103
29	Cc1ccc(C2CC(c3ccccc3)=NN2C(=O)CSc2nnc(-c3ccc(Cl)cc3)o2)o1 (stereo not given)	90	0	92	1	-1	93
31	Cc1ccc(NC(=O)N/C=C/c2ccco2)cc1	98	-6	95	-12	-2	96
38	CN1/C(=C\C(=O)COC(=O)c2ccc([N+](=O)[O-])o2)C(C)(C)c2ccccc21	91	-8	91	0	0	92
46	Cc1nnc(N/N=C/c2ccc(-c3ccccc3F)o2)n1N	91	0	94	-2	-1	87
48	OCC1CCCN(Cc2cn(Cc3ccccc3)nc2-c2cc3ccccc3o2)C1 (stereo not given)	96	-1	94	-2	0	97

nr	HRas wt GTP	Bim-Bfl-1	Rab7 wt modul	Bcl-W Bim block	Rab2A wt mod
2	94	3	94	0	95
3	101	-10	105	1	103
24	97	0	99	0	97
29	92	-3	94	-1	90
31	97	-13	99	0	98
38	92	-3	93	-4	91
46	92	4	88	0	92
48	95	-6	96	8	95
